Bioassay records: PubChem BioAssay, National Center for Advancing Translational Sciences (NCATS)
aSyn yeast rescue: rescues yeast growth from alpha-synuclein toxicity | S. cerevisiae alpha-synuclein toxicity rescue, BacTiter-Glo growth, 24 h | AID 1347070 | Potency, µM (doses to about 46.1 µM), for the others: top-dose growth rescue (activation), most hits filed as activators | 94,000 tested, 0.02% active; active = well fitted activation curve with a large enough effect; inconclusive = small, poorly fitted or top-dose-only effect; note: 0% is about no effect
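Growth restoration measured by BacTiter-Glo luminescence after 24 hr at 30 deg C; alpha-synuclein yeast, raffinose-pregrown to mid-log, were added at OD600=0.02 in galactose medium onto pinned compounds.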
Numbers without * were called inactive; & = joins results of further samples; [ ] = remark or other dose. Potency is the fitted concentration of half-maximal effect. Not all compounds are listed (hit frequency here may not be typical).

Results for CC1CCCCN1C(=O)NC1CC(=O)N(c2ccc3c(c2)OCCO3)C1 (configuration not stated) ?
aSyn yeast rescue: 3%

How did COc1ccccc1CNC(=O)CCn1cnc2ccccc2c1=O do in these assays?
aSyn yeast rescue: -7%

Results for COc1ccc(C(CNC(=O)c2ccc(NS(=O)(=O)c3ccc(F)c(C)c3)cc2)N2CCOCC2)cc1 (configuration not stated) ?
aSyn yeast rescue: -14%

How did CC1CCC(NC(=O)C2CCN(S(=O)(=O)c3cccc4nonc34)CC2)CC1 (configuration not stated) do in these assays?
aSyn yeast rescue: -3%

What do the screens show for `CC(=O)N1CCCC1c1nc2ccccc2n1Cc1ccc(F)cc1` (configuration not stated)?
aSyn yeast rescue: -5%

How did O=C(CSc1nnc(-c2ccc(F)cc2)o1)NC1CCCC1 do in these assays?
aSyn yeast rescue: 3%

How did Cn1nc(-c2ccccc2F)c2cc(C(=O)NCc3ccccc3Cl)sc21 do in these assays?
aSyn yeast rescue: 3%

Results for Cc1ccc(-n2ncc3c(=O)n(Cc4ccccc4C)cnc32)cc1C ?
aSyn yeast rescue: 1%

What do the screens show for `CCc1nn2c(=O)c(S(=O)(=O)Nc3ccc(C)cc3C)c(C)nc2s1`?
aSyn yeast rescue: inconclusive

Results for O=C(CCn1ccc2cc(S(=O)(=O)N3CCCC3)ccc21)NCc1ccccc1F ?
aSyn yeast rescue: 5%

What do the screens show for `CCN(CC)c1nn2c(=O)c(C(=O)NCc3ccc(OC)cc3OC)cnc2s1`?
aSyn yeast rescue: 1%

Results for CCOc1ccc(CCNC(=O)c2cc(=O)[nH]c3ccc(S(=O)(=O)N4CCCCC4)cc23)cc1OCC ?
aSyn yeast rescue: -4%

What do the screens show for `O=C(Nc1nnc(S(=O)(=O)N2CCCCCC2)s1)c1ccccc1Br`?
aSyn yeast rescue: -5%

Results for NC(=O)c1ccccc1OCCOc1ccc(Br)cc1 ?
aSyn yeast rescue: 1%

Results for Cc1cccc(NC(=O)CSCC(=O)Nc2ccc(S(=O)(=O)N3CCOCC3)cc2)c1 ?
aSyn yeast rescue: 2%

Results for CNC(=O)c1cn(-c2ccc(Cl)cc2)c(=O)c2ccccc12 ?
aSyn yeast rescue: 8%

Results for CNC(=O)C[C@H]1C(=O)N(CCc2ccccc2)C[C@@H]1c1ccc(OC)cc1 ?
aSyn yeast rescue: -5%

How did CCN(CC(=O)Nc1c(F)cccc1F)C(=O)COc1cccc2c1OC(C)(C)C2 do in these assays?
aSyn yeast rescue: 2%

Results for Cc1ccc(C(=O)NCC(=O)NNC(=O)CN(C)S(=O)(=O)c2ccc(Cl)cc2)s1 ?
aSyn yeast rescue: 4%

How did CC(C)(CNC(=O)CNC(=O)c1ccc(Cl)cc1Cl)N1CCOCC1 do in these assays?
aSyn yeast rescue: -3%

What do the screens show for `O=c1c2cnn(-c3ccc(F)cc3)c2ncn1Cc1cccc(Cl)c1`?
aSyn yeast rescue: -6%

Results for CCc1noc(C)c1C(=O)NNC(=O)c1ccc(F)cc1 ?
aSyn yeast rescue: -5%

Results for COc1ccc(CCC(=O)Nc2ccc3c(c2)OCO3)cc1OC ?
aSyn yeast rescue: -2%

How did CCOC(=O)c1c(CSc2ccccc2)oc2cc(Br)c(O)c(CN(C)C)c12 do in these assays?
aSyn yeast rescue: 10%

Results for Cc1ccc(NC(=O)c2c(NC(=O)C(F)(F)F)sc3c2CCCCC3)cc1 ?
aSyn yeast rescue: -18%

How did Cc1ccccc1NC(=O)c1ccc(CN2CC(=O)N3CCCCC3C2=O)cc1 (configuration not stated) do in these assays?
aSyn yeast rescue: -2%

How did Cc1ccc(CN(Cc2ccco2)C(=O)c2oc3c(C)c(C)ccc3c2C)cc1 do in these assays?
aSyn yeast rescue: 7%

How did Cc1ccc(S(=O)(=O)c2nc(-c3ccco3)oc2SC(C)c2ccccc2)cc1 (configuration not stated) do in these assays?
aSyn yeast rescue: -18%

What do the screens show for `COC(=O)COc1c(Cl)cc(C(c2c(C)[nH][nH]c2=O)c2c(C)[nH][nH]c2=O)cc1OC`?
aSyn yeast rescue: -8%

How did COc1cc(OC)nc(S(C)(=O)=O)n1 do in these assays?
aSyn yeast rescue: 2%

How did CCOc1ccccc1NC(=O)c1ccc2c(c1)CCCN2S(C)(=O)=O do in these assays?
aSyn yeast rescue: -14%

What do the screens show for `Cc1ccc(-n2ncc(C(=O)NCCN3CCC(Cc4ccccc4)CC3)c2C2CCN(C(=O)OC(C)(C)C)CC2)cc1`?
aSyn yeast rescue: -7%

Results for CCOC(=O)c1ccc(NC(=O)Cn2nc(SC)c(S(=O)(=O)c3ccc(Cl)cc3)c2N)cc1 ?
aSyn yeast rescue: 6%

Results for Cc1c2cnn(CC(=O)NCc3ccccn3)c(=O)c2c(C)n1Cc1ccccc1 ?
aSyn yeast rescue: -7%

What do the screens show for `CCCOc1cccc(C(=O)Nc2cccc3cccnc23)c1`?
aSyn yeast rescue: -18%

How did N#Cc1cc([N+](=O)[O-])cnc1Nc1ccccc1 do in these assays?
aSyn yeast rescue: -6%

What do the screens show for `COc1ccc(C)cc1NC(=O)CN(C)S(=O)(=O)c1ccc2c(c1)c(=O)n(C)c(=O)n2C`?
aSyn yeast rescue: 0%&-1%

Results for CS(=O)(=O)c1ccc(C(=O)OCC(=O)NC(=O)Cc2ccccc2)cc1 ?
aSyn yeast rescue: 7%

How did CCCNC(=O)C1CCN(C(=O)N2CC(C)Oc3ccccc32)CC1 (configuration not stated) do in these assays?
aSyn yeast rescue: 4%

Results for CCCCc1cc(=O)oc2cc(OC(C)C(=O)NCCN3CCOCC3)ccc12 (configuration not stated) ?
aSyn yeast rescue: 3%

Results for CCSc1nnc(NC(=O)CCn2c(=O)oc3ccccc32)s1 ?
aSyn yeast rescue: -4%

Results for O=C(CSCc1cnn(-c2ccccc2)c1-n1cccc1)NCc1cccc(Cl)c1 ?
aSyn yeast rescue: 4%

What do the screens show for `COc1ccc(OCc2nnc(NC(=O)Nc3ccccc3F)s2)cc1`?
aSyn yeast rescue: -13%

How did Fc1ccc(Nc2nc(SCc3ccccc3Cl)nc3ccccc23)cc1 do in these assays?
aSyn yeast rescue: -38%[inhibitor]

Results for CCOc1ccc(-c2cc(C(=O)Oc3ccc(C#N)cc3)no2)cc1 ?
aSyn yeast rescue: -2%

How did CCc1noc(C)c1C(=O)N(CCC(C)C)c1c(N)n(Cc2ccccc2)c(=O)[nH]c1=O do in these assays?
aSyn yeast rescue: 4%

What do the screens show for `O=C(NNC(=O)c1cccs1)c1cccc(F)c1`?
aSyn yeast rescue: -3%

Results for COC(=O)c1ccccc1NC(=O)c1nc(S(=O)(=O)Cc2cccc(C)c2)ncc1Cl ?
aSyn yeast rescue: 0%

Copied from the results shown for reference:
What do the screens show for `CCCOc1cccc(C(=O)Nc2cccc3cccnc23)c1`?
aSyn yeast rescue: -18%

How did N#Cc1cc([N+](=O)[O-])cnc1Nc1ccccc1 do in these assays?
aSyn yeast rescue: -6%

What do the screens show for `COc1ccc(C)cc1NC(=O)CN(C)S(=O)(=O)c1ccc2c(c1)c(=O)n(C)c(=O)n2C`?
aSyn yeast rescue: 0%&-1%

Results for CS(=O)(=O)c1ccc(C(=O)OCC(=O)NC(=O)Cc2ccccc2)cc1 ?
aSyn yeast rescue: 7%

How did CCCNC(=O)C1CCN(C(=O)N2CC(C)Oc3ccccc32)CC1 (configuration not stated) do in these assays?
aSyn yeast rescue: 4%

Results for CCCCc1cc(=O)oc2cc(OC(C)C(=O)NCCN3CCOCC3)ccc12 (configuration not stated) ?
aSyn yeast rescue: 3%

Results for CCSc1nnc(NC(=O)CCn2c(=O)oc3ccccc32)s1 ?
aSyn yeast rescue: -4%

Results for O=C(CSCc1cnn(-c2ccccc2)c1-n1cccc1)NCc1cccc(Cl)c1 ?
aSyn yeast rescue: 4%

What do the screens show for `COc1ccc(OCc2nnc(NC(=O)Nc3ccccc3F)s2)cc1`?
aSyn yeast rescue: -13%

How did Fc1ccc(Nc2nc(SCc3ccccc3Cl)nc3ccccc23)cc1 do in these assays?
aSyn yeast rescue: -38%[inhibitor]

Results for CCOc1ccc(-c2cc(C(=O)Oc3ccc(C#N)cc3)no2)cc1 ?
aSyn yeast rescue: -2%

(listing goes on)
How did Cc1ccc(Cl)cc1NC(=O)c1oc2ccc(S(=O)(=O)N3CCC4(CC3)OCCO4)cc2c1C do in these assays?
aSyn yeast rescue: 8%

How did CC(C)c1ccc(NC(=O)Nc2csc3c2CCCC3)cc1 do in these assays?
aSyn yeast rescue: -17%

Results for CCN1CCN(c2ncnc3c2cnn3-c2cc(Cl)ccc2C)CC1 ?
aSyn yeast rescue: -9%

How did CSc1nc2ccc(NS(=O)(=O)c3ccccc3F)cc2s1 do in these assays?
aSyn yeast rescue: -3%

What do the screens show for `O=C1c2[nH]nc(-c3ccccc3O)c2C(c2cccc(Cl)c2)N1Cc1cccnc1` (configuration not stated)?
aSyn yeast rescue: 0%

Results for COc1ccc(Cl)cc1NC(=O)Cn1c(=O)n(CCC(=O)NCc2ccc3c(c2)OCO3)c(=O)c2ccccc21 ?
aSyn yeast rescue: 6%

Results for COc1ccc2[nH]c3c(=O)n4c(nc3c2c1)SCCC4 ?
aSyn yeast rescue: -10%

Results for Cc1ccc(CNS(=O)(=O)c2cc(C(=O)Nc3ccc(C(C)C)cc3)ccc2F)cc1 ?
aSyn yeast rescue: inconclusive

Results for NC(=O)COc1ccc(-c2noc(COc3ccc(Cl)cc3)n2)cc1 ?
aSyn yeast rescue: -17%

What do the screens show for `Cc1cccc(NC(=O)COc2ccc(/C=C\c3[nH]c(=O)[nH]c(=O)c3[N+](=O)[O-])cc2)c1`?
aSyn yeast rescue: 8%

How did Cc1cccc(-c2nc(Cn3c(SCc4cccc(C(F)(F)F)c4)nc4ccncc43)c(C)o2)c1 do in these assays?
aSyn yeast rescue: -7%

What do the screens show for `CCOC(=O)N1CCC(NS(=O)(=O)c2ccc(NC(C)=O)c(Cl)c2)CC1`?
aSyn yeast rescue: -8%

What do the screens show for `COc1cc(NC(=O)c2nnn(CC(=O)Nc3cc(C)ccc3C)c2N)cc(OC)c1`?
aSyn yeast rescue: 2%

Results for O=C(Nc1ccc(Br)cc1)c1cc2nc(-c3ccccc3)cc(-c3ccccc3)n2n1 ?
aSyn yeast rescue: 25%

Results for CCn1c(-c2ccc[nH]c2=O)nc2ccccc21 ?
aSyn yeast rescue: -2%

How did COc1cccc(-n2c(C)nn(CCOc3ccccc3)c2=O)c1 do in these assays?
aSyn yeast rescue: 0%

Results for Nn1c(SCC(=O)NC2CCCCCC2)nnc1-c1ccco1 ?
aSyn yeast rescue: 3%

How did O=C1NN=C2CCCCCC12 (configuration not stated) do in these assays?
aSyn yeast rescue: -6%

How did Cc1ccc(NC(=O)CSCC(=O)Nc2cc(Cl)ccc2N2CCOCC2)cc1 do in these assays?
aSyn yeast rescue: 1%

Results for CCCCCn1c(=N)c(S(=O)(=O)c2ccccc2)cc2c(=O)n3ccccc3nc21 ?
aSyn yeast rescue: 4%

How did O=C(NCC(c1ccc2c(c1)OCO2)N1CCN(c2ccccc2)CC1)c1ccccc1F (configuration not stated) do in these assays?
aSyn yeast rescue: -1%

What do the screens show for `Cc1nn(C)c2c1c(C(F)(F)F)cc(=O)n2C(C)C(=O)NCCC(C)C` (configuration not stated)?
aSyn yeast rescue: -8%

What do the screens show for `COc1ccc(CNC(=O)c2ccc3c(c2)N(C)C(=O)CS3=O)cc1` (configuration not stated)?
aSyn yeast rescue: 0%

What do the screens show for `O=C(COC(=O)c1cc2ccccc2oc1=O)Nc1cccc(Br)c1`?
aSyn yeast rescue: -6%

How did CCOC(=O)c1ccc(NC(=O)c2cc3c(=O)n(C)c4ccccc4c3n2C)cc1 do in these assays?
aSyn yeast rescue: 7%

How did Cc1ccccc1C(=O)Nc1sc2c(c1C(=O)N1CCCCC1)CCC(C)C2 (configuration not stated) do in these assays?
aSyn yeast rescue: 7%

How did CCCOc1ccc(C2CC(=O)NC2=O)cc1 (configuration not stated) do in these assays?
aSyn yeast rescue: 4%

What do the screens show for `Cc1nnc(N2CCN(c3ccccc3F)CC2)c2c1nnn2Cc1ccccc1`?
aSyn yeast rescue: 7%

How did Cc1cc(C)c(NS(=O)(=O)c2cc(-c3onc(C)c3C)ccc2C)c(C)c1 do in these assays?
aSyn yeast rescue: -5%

Results for CCc1cccc(-n2c(=O)c3cccnc3n2CC(=O)Nc2ccccc2C(=O)OC)c1 ?
aSyn yeast rescue: 3%

How did CCc1cccc(C)c1NC(=O)C1CCN(S(=O)(=O)c2c(C)noc2/C=C/c2c(C)cc(C)cc2C)CC1 do in these assays?
aSyn yeast rescue: 1%

What do the screens show for `COc1ccc(C)cc1-n1cnc2cc(C(=O)NC3CCCC3)ccc21`?
aSyn yeast rescue: -11%

What do the screens show for `Cc1cccc(NC(=O)CCn2nc(-c3ccccc3)c3ccccc3c2=O)c1`?
aSyn yeast rescue: -1%

What do the screens show for `COc1ccc(CCNC(=O)CSc2cn(CCNC(=O)c3ccccc3F)c3ccccc23)cc1OC`?
aSyn yeast rescue: -6%

What do the screens show for `CCCOc1ccc(C(=O)Nc2ccc(N3CCOCC3)cc2N2CCOCC2)cc1OCC`?
aSyn yeast rescue: 5%

Results for CCOC(=O)c1cnc2ccc(C)cc2c1Nc1ccc(OCc2ccccc2Cl)cc1 ?
aSyn yeast rescue: -31%[inhibitor]

What do the screens show for `O=C1CC(c2ccccc2)CC(O)=C1C=Nc1ccccc1` (configuration not stated)?
aSyn yeast rescue: 9%

How did CC(=O)Nc1ccc(NC(=O)/C=C/c2ccc3c(c2)OCO3)cc1 do in these assays?
aSyn yeast rescue: 6%

Results for O=C(COC(=O)c1cccc(NC(=O)c2ccc(Br)cc2)c1)c1ccc(Br)cc1 ?
aSyn yeast rescue: -5%

Results for CCC(=O)N1c2ccccc2CC1C(=O)NCc1cc(OC)ccc1OC (configuration not stated) ?
aSyn yeast rescue: -1%

Results for CCC(=O)OCC(=O)Nc1ccc2c(c1)OCO2 ?
aSyn yeast rescue: -1%
